# Screening results as filed in PubChem BioAssay.
# N370S GC: inhibitors or activators of N370S glucocerebrosidase for Gaucher disease; P04062; Potency, µM (doses to about 59.4 µM), without a hit: top-dose activity change, negative = inhibition, hits mostly inhibitors; N370S GC spleen homogenate, 4MU-glucoside fluorescence; hit rate 0.092% among 330,000;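 also: 0% = full enzyme activity and -100% = no enzyme basal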
# TDP1 inh: inhibitors of human tyrosyl-DNA phosphodiesterase TDP1; Q9NUW8; recombinant TDP1, AlphaScreen DNA substrate cleavage; Potency, µM (top dose mostly 130 µM), for inactives: at the highest dose activity change, negative = inhibition, most hits filed as inhibitors; hit rate 0.28% among 350,000; AID 485290; also: nearly all actives have a fitted effect of over 40% in size
# Target sequence (Q9NUW8 whole entry, looked up): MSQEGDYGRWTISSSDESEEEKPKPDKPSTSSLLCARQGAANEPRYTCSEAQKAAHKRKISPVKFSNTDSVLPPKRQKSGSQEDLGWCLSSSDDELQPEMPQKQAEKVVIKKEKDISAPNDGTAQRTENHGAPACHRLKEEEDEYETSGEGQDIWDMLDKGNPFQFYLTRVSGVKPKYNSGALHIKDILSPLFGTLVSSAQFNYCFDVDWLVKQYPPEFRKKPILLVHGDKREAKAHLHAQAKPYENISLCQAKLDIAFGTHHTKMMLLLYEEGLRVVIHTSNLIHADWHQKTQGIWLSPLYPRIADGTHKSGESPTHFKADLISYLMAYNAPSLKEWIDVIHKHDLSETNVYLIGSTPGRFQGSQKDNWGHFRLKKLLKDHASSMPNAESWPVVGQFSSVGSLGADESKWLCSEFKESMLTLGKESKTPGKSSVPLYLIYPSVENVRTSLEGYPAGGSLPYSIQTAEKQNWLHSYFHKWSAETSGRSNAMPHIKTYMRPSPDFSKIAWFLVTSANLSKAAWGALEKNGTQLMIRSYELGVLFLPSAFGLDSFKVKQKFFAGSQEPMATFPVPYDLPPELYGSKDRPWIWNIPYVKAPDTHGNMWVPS
#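 Enzyme-compound mixtures sat 15 min at room temperature, followed by a 5 min reaction with 15 nM final substrate and 10 min with AlphaScreen beads. Recombinant human Tdp1 was used at 1 nM final.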
# TDP1 cell noCPT: qHTS for Inhibitors of human tyrosyl-DNA phosphodiesterase 1 (TDP1): qHTS in cells in absence of CPT | hit rate 15% among 420,000 | Potency, µM (highest dose often 46.2 µM), inactives show top-dose activity change, negative = growth inhibition, hits mostly inhibitors | AID 686978, 2013 | DT40 Tdp1-/- hTDP1 cells, no CPT, ATP luminescence, 48 h; also: nearly all actives have a fitted effect of over 55% in size
#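 Compound effects on proliferation are scored in DT40 Tdp1-/-;hTDP1 cells in the absence of CPT. ATP levels (CellTiter-Glo luminescence) are recorded after a ≥48 hr, 37 °C incubation.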
# Active calls of the source: *; u = inconclusive; x = no result given; & = joins results of further samples; [ ] = remark or other dose. Calls follow the shape of the dose curve; as a rule, active = well fitted curve in the direction sought with a large enough effect; inconclusive = small, poorly fitted or top-dose-only effect, or another doubt; inactive = no such curve, though single readings can be large; an effect the other way counts as inactive or inconclusive. Unless noted, % is scaled to controls: 0 for no effect and ±100 for the full control effect; potency is read from the fitted curve at half-maximal effect. The list is partial; the hit share may differ from the screen's.
SMILES,N370S GC,TDP1 inh,TDP1 cell noCPT
C[C@H]1Cc2c(COc3ccccc3)nc3c(c2CO1)CN(C(=O)C1CC1)CC3,-8%[12.8 µM],6%[21 µM],x
S=C(NCc1ccco1)Nc1ccc(Cl)cn1,-13%,1%,u
CCn1cc(C(=O)NN)c(=O)c2cc(F)c(N3CCOCC3)cc21,2%,x,-29%
COc1cc(NC(=O)c2c(F)c(F)c(OC)c(F)c2F)ccc1NC(=O)c1cccs1,-1%,3%,18µM*
COc1cccc(C(=O)NCC(c2cccnc2)N2CCN(c3ccccc3OC)CC2)c1 (stereo not given),-4%,x,23µM*
COC(=O)c1cc(S(=O)(=O)Nc2nn(C)c3cccc(F)c23)oc1C,2%,10%,-3%
S=C(c1ccc(-c2ccc(Cl)cc2)o1)N1CCCCC1,11%,7%,u
CCCOc1ccc(OCCNC2CCCC2)cc1,4%,-1%,16µM*
Cc1ccc(COc2coc(CN3CCN(C(=O)c4ccco4)CC3)cc2=O)cc1,-5%,0%,-6%
CC(C)(C)OC(=O)C[C@H]1C/C=C\C[C@@H](CC(=O)N(CCO)Cc2ccccc2)C(=O)NC[C@@H](c2ccccc2)OC1=O,x,2%,18µM*
O=C1c2ccccc2C(Nc2ccccc2F)N1c1cccnc1 (stereo not given),4%,-1%,-14%
Cc1ccc(Cn2nnc3c(=O)[nH]c(C4CCN(C(=O)c5cccs5)CC4)nc32)cc1,-6%,1%,u
CC(C)(C)C(=O)Nc1ccc(C(=O)N/N=C/C2CC3C=CC2C3)cc1 (stereo not given),20%,4%,-10%
COc1ccc(NC(=O)N(C)C[C@H]2Oc3ccc(NS(=O)(=O)c4cccs4)cc3C(=O)N([C@@H](C)CO)C[C@@H]2C)cc1,x,2%,-18%
CCCC1CCc2c(sc(NC(=O)OCC)c2C#N)C1 (stereo not given),4%,6%,23µM*
O=C(Cn1c(=O)oc2cc(S(=O)(=O)N3CCCCC3)ccc21)N1CCc2ccccc21,2%,0%,-16%
COc1cc(/C=C/C(=O)O)cc(S(=O)(=O)NCC2CCCO2)c1OC (stereo not given),27%,x,-1%
COc1ccccc1NC(=O)Cn1c(=O)n(CCCCCC(=O)NCc2ccccc2)c(=O)c2sccc21,x,-2%,u
O=C(CN(C(=O)CNC(=O)c1cccs1)c1ccc(F)cc1)NC1CCCCC1,-24%,1%,-8%
CCOC(=O)C(=O)Nc1nnc2n1CCS2,x,2%,-7%
O=C(NC(=S)NNC(=O)c1ccco1)c1ccc(Br)cc1,-2%,5%,u
COc1ccc(N2CCN(C(=O)C3CCCN(S(=O)(=O)c4cccc5cccnc45)C3)CC2)cc1 (stereo not given),-2%,1%,u
O=C(C1CCC(CNS(=O)(=O)c2ccc(F)cc2)CC1)N1CCOCC1 (stereo not given),-6%,5%,0%
COc1cc(C(=S)N2CCOCC2)cc(OC)c1OC(=O)c1ccc(F)cc1,-4%,5%,u
O=C1CCN2C=Nc3cccc4ccc1c2c34,-11%,-3%,-28%

# Compounds shown so far that contain a furan ring, fused or not:
SMILES,N370S GC,TDP1 inh,TDP1 cell noCPT
S=C(NCc1ccco1)Nc1ccc(Cl)cn1,-13%,1%,u
COC(=O)c1cc(S(=O)(=O)Nc2nn(C)c3cccc(F)c23)oc1C,2%,10%,-3%
S=C(c1ccc(-c2ccc(Cl)cc2)o1)N1CCCCC1,11%,7%,u
Cc1ccc(COc2coc(CN3CCN(C(=O)c4ccco4)CC3)cc2=O)cc1,-5%,0%,-6%
O=C(NC(=S)NNC(=O)c1ccco1)c1ccc(Br)cc1,-2%,5%,u

# Structures listed so far that contain fluorine (seven):
SMILES,N370S GC,TDP1 inh,TDP1 cell noCPT
CCn1cc(C(=O)NN)c(=O)c2cc(F)c(N3CCOCC3)cc21,2%,x,-29%
COc1cc(NC(=O)c2c(F)c(F)c(OC)c(F)c2F)ccc1NC(=O)c1cccs1,-1%,3%,18µM*
COC(=O)c1cc(S(=O)(=O)Nc2nn(C)c3cccc(F)c23)oc1C,2%,10%,-3%
O=C1c2ccccc2C(Nc2ccccc2F)N1c1cccnc1 (stereo not given),4%,-1%,-14%
O=C(CN(C(=O)CNC(=O)c1cccs1)c1ccc(F)cc1)NC1CCCCC1,-24%,1%,-8%
O=C(C1CCC(CNS(=O)(=O)c2ccc(F)cc2)CC1)N1CCOCC1 (stereo not given),-6%,5%,0%
COc1cc(C(=S)N2CCOCC2)cc(OC)c1OC(=O)c1ccc(F)cc1,-4%,5%,u

# Next section.
SMILES,N370S GC,TDP1 inh,TDP1 cell noCPT
Cc1cccc(NC(=O)c2sc(-n3nc(C)c(CCC(C)C)c3C)nc2C)c1C,x,5%,21µM*
Cc1ccc(S(=O)(=O)N(Cc2ccccc2)c2ccccc2C(=O)NCc2cccnc2)cc1,17%,-2%,13%
O=C(NCCc1c[nH]c2ccccc12)c1cccc(S(=O)(=O)Nc2ccccc2Cl)c1,5%,6%,u
NC(=O)COc1c(-c2ccc(Br)o2)oc2ccccc2c1=O,u,x,u
Cc1ccccc1Cn1c(CN2CCc3ccccc3C2)nc2c1c(=O)n(C)c(=O)n2C,2%,7%[56.1 µM],21µM*
O=C(NC1CC1)C1C2C3C4CC5C3C5C4C12 (stereo not given),6%,3%,-23%
CCOC(=O)CNC(=S)N(Cc1ccccc1)Cc1cccs1,5%,1%,-2%
O=C(O)CSc1ncn[nH]1,5%,2%,0%
COc1ccc2[nH]c3c(=O)n(CCCN4CCOCC4)cnc3c2c1,0%,0%,3%
Cc1ccc(Cl)c2sc(NC(=O)C3CC3)nc12,0%,x,3%
CC(C)CC(NC(=O)c1ccccc1)C(=O)N/N=C/c1ccco1 (stereo not given),9%,x,u
Cc1cn(C2OC(COC(=O)c3ccccc3)C(O)C2O)c(=O)[nH]c1=O (stereo not given),-9%,11%,5%
O=C(CCn1cnc2ccccc21)N/N=C/c1ccccc1O,-12%,5%,23µM*
CN(C)C(C)(C)/C=C/C(O)(c1ccccc1)c1ccccc1,0%,0%,-12%
NC(=O)C1CCN(C(=O)c2ccc3c(=O)n(Cc4ccco4)c(SCC(=O)c4ccc(F)cc4)nc3c2)CC1,-17%,1%,x
CSCCC(NC(=O)COc1ccccc1)C(=O)N1CCN(c2ccccc2F)CC1 (stereo not given),2%,0%,23µM*
CCOC(=O)N=Nc1c(O)n(CC)c2ccccc12,1%,0%,-6%
CCOc1cc(N2CCOCC2)c(OCC)cc1NC(=O)C(C)C,17%,6%,-15%
COc1cc(/C=N/NC(=O)CNc2n[nH]c(=O)[nH]c2=O)ccc1OCc1ccccc1,1%,2%,-12%
Cc1c(C(=O)N2CCCC2)oc2c1-c1nn(CC(=O)NC(C)c3ccccc3)cc1CC2 (stereo not given),x,10%,23µM*
O=C1CCCc2cc(S(=O)(=O)NCC3CCC(C(=O)Nc4ccccc4F)CC3)ccc2N1 (stereo not given),x,-3%,u
CC1(C)CNc2cc(N)ccc2S1,-20%,10%,-21%
CC(=O)OCc1c(C)cc(C)c(/C=C(/C#N)C(N)=O)c1C,2%,5%,u
COC(=O)CCC(=O)Nc1cccc([N+](=O)[O-])c1,-1%,-5%,3%
Cn1nc(C(=O)Nc2ccccc2C#N)c2c1-c1ccccc1SC2,x,11%,22%

# Continuation:
SMILES,N370S GC,TDP1 inh,TDP1 cell noCPT
COc1ccc2c(OC)cc(-c3ccccc3)nc2c1,0%,2%,u
O=S(=O)(c1ccc(Br)cc1)N1CCn2c(nc3ccccc32)C1,-16%,8%,-3%
COc1ccccc1Nc1c2c(nc3ccc(NC(=O)c4ccc(OC)c(OC)c4)cc13)CCCC2,x,6%,15µM*
CC(C)n1ncc2c(C(=O)NCCOc3ccccc3F)cc(C3CC3)nc21,x,-4%,3.3µM*
Cc1ccc(S(=O)(=O)Nc2ccc3c(c2)nc(CCN2CCOCC2)n3C)cc1,4%,x,9%
Cc1cc(C)c(NC(=O)Cn2nnc(C(=O)NCc3cccs3)c2N)c(C)c1,19%,-3%&10%,0%&3%
Cc1ccc(S(=O)(=O)N2C[C@@H]3[C@H]4CC[C@H](C4)[C@@H]3[C@@H](C)[C@H]2c2ccn(Cc3ccccc3)c2)cc1,x,1%[56.1 µM],-75%
O=C(c1ccc(CS(=O)Cc2ccc(Cl)cc2)o1)N1CCN(c2ccccc2)CC1 (stereo not given),6%,8%,-22%
Cc1ccc(CS/C(Nc2ccccc2C)=C(\C#N)C(=O)NCc2ccco2)c(C)c1,-8%,9%,u
CCSc1ncc(Cl)c(C(=O)Nc2ccc(S(=O)(=O)N3CCCCC3CC)cc2)n1 (stereo not given),x,7%,6.5µM*
COc1cccc(CN(C(=O)COc2ccc(Cl)cc2)C2CCS(=O)(=O)C2)c1 (stereo not given),-23%,5%,u
COc1ccc(Cn2c(=O)[nH]c3cc(C(=O)NCCc4ccc(S(N)(=O)=O)cc4)ccc3c2=O)cc1,9%,2%,-9%
CCn1cc(S(=O)(=O)c2ccc(C)cc2C)c(=O)c2cc(F)c(N3CCCC3)cc21,x,2%,u
CCOC(=O)c1c(C)[nH]c(C(=O)NCC(c2ccco2)N2CCCCC2)c1C (stereo not given),x,1%,-4%
COc1ccc(N=Cc2sc3ccccc3c2Cl)cc1,21%,2%,-27%
O=C(O)CCCCCN1C(=O)/C(=C\c2ccncc2)SC1=S,-3%,0%,23µM*
S=c1[nH]nc(-c2cccnc2)n1/N=C/C=C/c1ccccc1,4%,7%,-3%
Cc1ccccc1Cn1nnc(C(=O)Nc2ccc3c(c2)OCCO3)c1N,-5%,7%,u
COc1cccc(Nc2c3c(nc4c(-c5ccccc5)c(C)nn24)CCC3)c1,7%,-8%,13µM*
COc1ccc(OC)c(NC(=O)COC(=O)/C=C/c2ccccc2Cl)c1,21%,0%,-26%
CSc1nnc(Cc2cc(=O)[nH]c(=O)[nH]2)n1-c1cccc(C)c1,-2%,0%,12%
CCN(CC)c1cc(C)c2cc(NC(=O)c3cc(OC)cc(OC)c3)ccc2n1,x,6%,u
CSc1ccc(CCNS(=O)(=O)c2c(C)[nH]c(C)c2C(=O)N2CCCCC2)cc1,-12%,5%,u
Oc1c(C(c2cccs2)N2CCN(c3ccc(F)cc3)CC2)sc2ncnn12 (stereo not given),-26%,5%,-11%
CSCCC(NC(=O)c1ccco1)C(=O)OCC(=O)N1c2ccccc2NC(=O)C1(C)C (stereo not given),x,3%,24%

# Carrying on:
SMILES,N370S GC,TDP1 inh,TDP1 cell noCPT
COCCSc1ccccc1C(=O)Nc1ccc2c(c1)OCCO2,-2%,7%,-30%
O=C(NCc1ccco1)C1CCN(S(=O)(=O)Cc2ccccc2)CC1,6%,0%,7%
Cc1cc(NC(=O)c2cccc(Cl)c2)n[nH]1,8%,-1%,1%
COc1ccc2[nH]c3c(c2c1)CCN1C(=O)C(CC(=O)NCCC2=CCCCC2)C[C@H](C(=O)N2CCCCC2)[C@@]31C (stereo not given in full),x,8%[56.1 µM],18µM*
N#Cc1ccc(Cl)cc1NC(=O)COC(=O)[C@H](CCC(N)=O)NC(=O)c1ccc(F)cc1,-1%,-3%,-20%
Cc1ccc(CNC(=O)CCNS(=O)(=O)c2ccc3c(c2)oc(=O)n3C)cc1,x,1%,-16%
Nc1[nH]n2c(=O)c3c(nc2c1N=Nc1ccccc1)CCCC3,5%,6%,18µM*
CC1CCCN(C(=O)c2ccc(COc3ccccc3Br)cc2)C1 (stereo not given),x,-6%,u
